HTR5A inv ag = HTR5A inverse agonism, opioid heterodimer counter-screen | 340,000 compounds, 0.083% hits | HTR5A cell line, luminescence | AID 504634 | P47898 | inhibition, % at 9.3 µM; in the data active means inhibition mostly above about 23%, no sharp cut-off; inactive means mostly below about 18%;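 further: 0% = cells with DMSO and 100% = no-cell wells with DMSO; some compounds called inactive have numbers as strong as hits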
Target sequence (P47898 whole entry, looked up): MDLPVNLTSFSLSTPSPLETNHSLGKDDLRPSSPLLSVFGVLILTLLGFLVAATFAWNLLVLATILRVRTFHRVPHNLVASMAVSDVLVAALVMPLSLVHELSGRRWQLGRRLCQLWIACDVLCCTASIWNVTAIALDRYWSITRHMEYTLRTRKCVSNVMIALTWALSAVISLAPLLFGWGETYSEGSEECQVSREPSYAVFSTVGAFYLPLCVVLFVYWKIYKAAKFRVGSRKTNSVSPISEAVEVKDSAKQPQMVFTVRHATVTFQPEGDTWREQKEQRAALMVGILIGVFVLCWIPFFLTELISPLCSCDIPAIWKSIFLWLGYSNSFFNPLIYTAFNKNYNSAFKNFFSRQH
LANA DNA inh = inhibitors of KSHV LANA C-terminal domain DNA binding | inhibition, % at 9 µM | 340,000 compounds, 0.078% hits | MBP-C-LANA/FAM-LBS DNA binding, fluorescence polarization | AID 504423;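 active means highest replicate inhibition at or above 60% at 9 µM, even if other replicates fall short; inactive means all replicates below 60% inhibition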;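 further: 0% = neutral control wells and 100% = 4 µM acridine orange control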
RTF Ca sens act = cardiac RTF calcium sensitization | IANBD-labeled TnC RTF fluorescence at EC20 calcium; 0% EC20 calcium, 100% full calcium | P19429+P45379 | 340,000 compounds, 0.24% hits | activation, % at 7.2 µM;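 active means activation above the mean over all tested compounds plus 3 SD, cut at about 30% in these data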;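 further: rise in fluorescence read as greater calcium sensitivity of cardiac thin filaments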
OPRM1-OPRD1 inv = inverse agonists of human mu-delta opioid receptor heterodimerization | cell-based MOR-DOR heterodimer luminescence, inverse agonism | AID 504357 | inhibition, % at 9.3 µM | 340,000 compounds, 0.21% hits; in the data active means inhibition above about 22%, passing the limit was not always enough;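 further: 0% = cells with DMSO and 100% = wells without cells with DMSO; values of inactives mirror those of a sister screen read the other way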
HTR5A ag ctr = counter-screen for OPRM1-OPRD1 agonists: human HTR5A agonism; 340,000 compounds, 0.61% hits; HTR5A agonist assay, luminescence, cell-based; activation, % at 9.3 µM; AID 504692; P47898; in the data active means activation mostly above about 9.5%, no sharp cut-off; inactive means mostly below about 7.6%;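 further: 0% = cells with vehicle only and 100% = reference agonist; strong numbers were not always called active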
V-ATPase pHluor = alters yeast V-ATPase proton transport. S. cerevisiae, pHLuorin cytosolic pH fluorescence. response, % at 10 µM. 350,000 compounds, 0.37% hits. AID 504577; in the data active means response mostly above about 7.3%, no sharp cut-off; inactive means mostly below about 5.4%; further: actives read high; inactives centre near 0; some compounds called inactive have numbers as strong as hits; reference of the scale not given here
Keap1 Nrf2 FP = disrupts human Keap1 binding to Nrf2 peptide; Q14145; Keap1 Kelch-Nrf2 peptide fluorescence polarization, 1536-well; inhibition, % at 9.4 µM; 340,000 compounds, 0.15% hits; AID 504523; in the data active means inhibition above about 12%;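 further: human Keap1 Kelch domain with fluorescein labeled Nrf2 9mer peptide probe; 0% = neutral control wells and 100% = peptide positive control; higher means more block of Keap1 binding to Nrf2 peptide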
Target sequence (Q14145 whole entry, looked up, the tested form may be a part): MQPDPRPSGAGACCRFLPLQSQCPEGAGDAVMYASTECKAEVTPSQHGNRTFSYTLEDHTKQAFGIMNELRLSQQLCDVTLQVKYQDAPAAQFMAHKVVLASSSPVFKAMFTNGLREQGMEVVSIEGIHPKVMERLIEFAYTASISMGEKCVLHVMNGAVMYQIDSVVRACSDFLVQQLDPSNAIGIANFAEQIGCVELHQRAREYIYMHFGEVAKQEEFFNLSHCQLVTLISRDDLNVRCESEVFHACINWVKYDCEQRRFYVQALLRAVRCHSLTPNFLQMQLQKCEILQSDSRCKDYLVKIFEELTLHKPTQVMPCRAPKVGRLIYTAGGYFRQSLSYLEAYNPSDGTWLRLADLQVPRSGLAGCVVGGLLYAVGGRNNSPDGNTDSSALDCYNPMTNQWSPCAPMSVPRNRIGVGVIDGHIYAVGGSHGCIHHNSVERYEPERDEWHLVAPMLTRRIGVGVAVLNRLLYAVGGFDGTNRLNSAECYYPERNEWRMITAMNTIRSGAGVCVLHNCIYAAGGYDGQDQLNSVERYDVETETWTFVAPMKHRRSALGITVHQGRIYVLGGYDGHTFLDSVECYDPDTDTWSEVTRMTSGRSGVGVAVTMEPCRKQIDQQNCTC
CAL-PDZ inh HTS = CAL PDZ (human) peptide binding inhibition; Q9HD26; purified CAL PDZ, TMR-peptide fluorescence polarization, 1 h; 300,000 compounds, 0.92% hits; inhibition, % at 24.9 µM;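 active means mean inhibition of at least 30% with at least half of replicates also reaching 30%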;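 further: 0% = DMSO neutral control and 100% = excess unlabeled competitor peptide PRC23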
RTF Ca sens inh = cardiac RTF calcium desensitization. P19429+P45379. IANBD-labeled cardiac RTF, Ca2+ fluorescence. inhibition, % at 7.15 µM. 340,000 compounds, 0.12% hits;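 active means inhibition above the mean inhibition of all tested compounds plus 3 SD, cut at about 17% in these data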;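 further: assay run at fixed EC70 calcium of 1.6 mM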
OPRM1-OPRD1 ag = OPRM1-OPRD1 heterodimerization agonism | P35372+P41143 | cells, luminescence | activation, % at 9.3 µM | 340,000 compounds, 0.3% hits; in the data active means activation above about 18%;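 further: 0% = vehicle-treated cells and 100% = reference agonist; values of inactives mirror those of a sister screen read the other way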
Starred values were filed as active, the others as inactive; · = not tested or not shown.

nr	Structure	V-ATPase pHluor	HTR5A ag ctr	Keap1 Nrf2 FP	HTR5A inv ag	OPRM1-OPRD1 ag	RTF Ca sens inh	LANA DNA inh	RTF Ca sens act	OPRM1-OPRD1 inv	CAL-PDZ inh HTS
1	COc1ccc(NC(=O)c2cc(-c3cc(C)c(C)cc3O)n[nH]2)c(OC)c1	5.5	-3.4	-3.1	12.6	2.9	-5.1	4.5	-0.1	-13.6	1.4
2	CN(C)/C=C(\C(=O)c1ccc(F)cc1F)c1nnnn1-c1ccccc1	2.8	3.5	-3.6	-14.4	-1.0	-8.2	-1.9	7.7	4.9	-1.1
3	COc1ccc(CNS(=O)(=O)CCNC(=O)c2cccc(OC)c2)cc1	3.9	-0.4	0.6	1.1	-2.1	-2.1	-0.1	-3.9	11.7	-3.5
4	Cc1ccc(OCC(=O)NC2CCCC2)c(C)c1	-2.1	2.6	2.0	-1.8	0.6	-8.9	-1.5	-1.3	-2.5	-7.6
5	COCc1nnc(NS(=O)(=O)c2ccc([N+](=O)[O-])cc2)s1	-1.1	-3.5	1.3	-6.8	1.0	-5.8	0.2	-0.7	-5.2	-1.4
6	CNc1nc(NN)nc(Nc2ccccc2)n1	4.2	-8.0	-3.7	5.0	-2.4	1.6	0.5	1.8	11.7	58.2*
7	O=C(NCCCn1ccnc1)c1noc2c1CCCC2	-4.7	5.9	3.4	-2.1	-1.4	0.2	0.8	-6.7	8.0	-6.1
8	CNC(=O)C(=O)NCCC1CCCCN1S(=O)(=O)c1cccs1 (configuration not stated)	-1.8	10.7	-2.1	-26.7	1.4	-11.0	0.9	5.2	-7.4	-4.1
9	CC1CN(C(=O)COC(=O)c2cc(S(N)(=O)=O)c(Cl)cc2Cl)CC(C)O1 (configuration not stated)	-65.2	-6.0	-2.1	14.5	-2.6	4.4	-0.3	-2.2	14.8	-0.1
10	CCOc1ccccc1Nc1nc(-c2sc(C)nc2C)cs1	8.3*	6.9	-4.7	-22.6	1.1	-8.6	1.4	8.8	-5.2	1.3
11	CCN(CC)S(=O)(=O)c1ccc2c(c1)N(CC(=O)N(CCc1ccncc1)C(C)C)C(=O)CO2	-1.1	0.0	-1.2	0.0	-1.0	-4.5	-1.7	0.2	5.3	-0.8
12	CN(C)c1ccc(/C=C2\SC(=O)N(CC(O)Cn3c4ccccc4c4ccccc43)C2=O)cc1 (configuration not stated)	-1.2	-2.7	-0.6	2.6	-2.8	-16.0	4.8	54.8*	12.5	1.4
13	O=C(c1cnn2c1NC(c1ccco1)CC2C(F)(F)F)N1CCN(c2cccc(Cl)c2)CC1 (configuration not stated)	0.6	7.9	-0.2	-19.8	3.8	-3.3	-0.5	3.5	-16.0	-1.8
14	COCCNC(=O)C1CC(c2ccccc2C(F)(F)F)=NO1 (configuration not stated)	5.4	-1.2	1.8	-12.2	-1.9	-0.2	1.8	5.0	10.6	-3.3
15	CN(C)c1ccc(NC(=O)c2cn(-c3ccccc3)nc2-c2cccs2)cc1	-3.4	5.1	-1.9	11.5	0.5	1.1	-0.5	5.5	-2.7	-1.7
16	CCOc1cc(/C=N/NC(=O)Cn2nc([N+](=O)[O-])cc2C)ccc1OCc1ccc(F)cc1	1.3	-1.3	-1.7	7.2	0.9	-0.8	0.4	2.8	-5.4	-2.5
17	COc1cc(C(C#N)N2N=C(c3ccccc3)CC2c2ccccc2)ccc1O (configuration not stated)	-2.9	3.7	-5.5	-10.1	1.9	-5.8	-2.5	4.0	-8.1	-0.2
18	CC(C)(C)c1ccc(OCCC(=O)OCC(=O)NCc2ccccc2)cc1	0.6	0.6	-4.3	-12.8	6.3	2.2	0.4	-8.7	-40.7	-2.6
19	COc1ccc(N2CCN(C(=O)CN(c3ccc(OC)cc3)S(=O)(=O)c3ccccc3)CC2)cc1	4.8	-3.4	-3.0	8.2	-3.4	-0.4	-1.2	5.4	17.2	6.0
20	CCN(C(=O)Cn1c(=O)n2nc(CCn3nc(C)cc3C)nc2c2ccccc21)c1cccc(C)c1	2.1	6.7	0.8	-21.7	-2.4	-9.3	-1.4	-9.1	12.6	0.4
21	CCCCn1c(N)c(N(CCOC)C(=O)CN(C)S(=O)(=O)c2ccc(C)cc2)c(=O)[nH]c1=O	2.3	0.9	-2.4	-2.3	-0.6	-6.6	1.4	6.0	4.0	-1.0
22	CCc1ccc([C@@H]2CC=C(C(=O)O)[C@H](c3ccc(Br)cc3)N2S(=O)(=O)c2ccc(C)cc2)cc1	-0.2	0.3	-2.3	-1.0	-0.7	-5.1	0.0	0.6	3.0	-5.4
23	Cc1nonc1C1CCCN1C(=O)c1cc(COc2cccc(C(F)(F)F)c2)on1 (configuration not stated)	4.4	-2.6	-6.8	7.6	1.9	-1.2	0.4	0.1	-10.2	-4.9
24	NS(=O)(=O)c1ccc(CCNC(=O)c2ccc(-c3ccccc3)cc2)cc1	-1.6	-2.4	-4.1	8.9	-2.6	-7.3	0.6	4.3	13.1	·
25	COc1ccc(C)cc1NC(=O)CN1C(=O)c2ccccc2S1(=O)=O	-0.3	9.2	-5.7	-27.4	-2.3	-1.8	-0.9	0.4	11.6	-2.4
26	c1ccc2occc2c1	-1.5	-2.8	-1.5	15.9	-1.7	0.9	1.5	-3.6	8.5	-1.4
27	O=C(NCCN1CCOCC1)c1ccc(-c2ccccc2)cc1	-3.6	-1.8	-8.2	-18.8	-2.5	-6.8	0.2	-1.0	13.5	0.1
28	O=C(NC(=S)Nc1ccccc1[N+](=O)[O-])c1ccccc1	0.5	-2.8	1.5	-0.2	-3.5	-5.6	-0.3	3.1	17.8	-6.9
29	COc1ccccc1N(CC(=O)Nc1ccccc1C(=O)N1CCOCC1)S(C)(=O)=O	-6.1	5.1	0.1	-15.2	1.3	2.6	-1.2	-5.8	-10.8	-1.7
30	O=C(Nc1ccccc1C(=O)O)c1cccc(N2C(=O)c3ccccc3C2=O)c1	-4.6	3.2	-4.8	0.1	-0.9	-16.4	-0.8	-1.2	4.7	51.4*

Brought forward from above: two compounds, then new ones.
nr	Structure	V-ATPase pHluor	HTR5A ag ctr	Keap1 Nrf2 FP	HTR5A inv ag	OPRM1-OPRD1 ag	RTF Ca sens inh	LANA DNA inh	RTF Ca sens act	OPRM1-OPRD1 inv	CAL-PDZ inh HTS
29	COc1ccccc1N(CC(=O)Nc1ccccc1C(=O)N1CCOCC1)S(C)(=O)=O	-6.1	5.1	0.1	-15.2	1.3	2.6	-1.2	-5.8	-10.8	-1.7
30	O=C(Nc1ccccc1C(=O)O)c1cccc(N2C(=O)c3ccccc3C2=O)c1	-4.6	3.2	-4.8	0.1	-0.9	-16.4	-0.8	-1.2	4.7	51.4*
31	COCCn1nnnc1C(c1ccc2ncccc2c1)N1CCc2ccccc21 (configuration not stated)	-0.2	3.5	-5.2	-12.2	-2.5	-7.7	0.8	8.1	13.6	0.4
32	CCOc1ccc(CCNC(=O)COC(=O)/C=C/c2ccco2)cc1OCC	3.8	3.5	-3.5	-5.9	-3.3	-4.6	2.0	4.1	18.3	-3.9
33	Cc1nccn1CCCN1C(=O)OC2(CCCCC2)C1(C)O (configuration not stated)	-0.8	-1.5	-1.3	12.9	-0.9	-1.6	-0.4	-1.1	3.9	-3.7
34	O=C(CN1C(=O)C2CCCCC2C1=O)NC1CCCc2ccccc21 (configuration not stated)	-1.4	1.8	1.8	-4.9	-1.1	-8.1	0.0	0.6	7.1	-3.3
35	Cc1cc(C)c(OCC(=O)OCC(=O)N2c3ccccc3CC2C)c(C)c1 (configuration not stated)	1.9	1.5	7.0	-4.6	0.6	6.3	0.9	-2.3	-4.1	-1.1
36	O=[N+]([O-])c1ccc(-c2nc3ccc([N+](=O)[O-])cc3[nH]2)cc1	1.1	4.8	-1.0	29.5	8.1	-0.4	-0.6	2.0	-47.9	-1.3
37	O=C(Nc1cccc(Cl)c1)NC1CCCCC1	0.3	2.1	-3.2	-6.3	-0.7	-0.9	-1.4	-3.6	3.3	-5.1
38	N#Cc1ccc(COC(=O)CC(NC(N)=O)c2ccc(Cl)cc2)cc1 (configuration not stated)	-1.2	-1.6	-0.9	14.9	-2.2	-7.6	0.0	1.0	11.4	-4.1
39	O=C(CSc1nnc(-c2ccccc2F)n1C1CC1)NC(=O)c1cccc([N+](=O)[O-])c1	6.1	-0.3	-3.9	-8.1	-2.8	-6.3	0.3	-0.8	15.0	-0.7
40	CC(=O)N1CCN(S(=O)(=O)c2cccc(C(=O)Nc3ccccc3N3CCOCC3)c2)CC1	-3.3	0.7	-0.7	-1.9	-1.5	2.0	-1.1	1.9	7.5	-2.7
41	C=CCNC1=C(Cl)C(=O)N(c2ccccc2Cl)C1=O	0.1	7.3	-5.6	-5.7	2.2	-9.5	-1.8	9.1	-12.0	-2.9
42	CCNC(=O)CC1C(=O)N(c2ccc(F)cc2)C(=O)N1Cc1ccccn1 (configuration not stated)	-1.2	-0.8	1.9	2.5	-1.7	-11.6	1.3	-1.7	9.2	·
43	CC(C)Oc1cc(NC(=O)CSCC(=O)Nc2cccc(C(F)(F)F)c2)c(Cl)cc1Cl	2.0	-0.8	-0.9	9.1	2.5	1.1	-1.2	-3.2	-14.5	-2.5
44	CC(C)c1ccccc1NC(=S)NCc1ccccc1F	2.4	-3.2	-5.9	8.5	-1.5	15.3	-1.7	-4.6	7.6	1.6
45	O=C(CCC(=O)NNC(=O)COc1ccc(Br)cc1Br)NCc1ccccc1	-1.9	·	0.4	·	·	·	-0.6	·	·	0.8
46	CN(CC(=O)N1CCN(c2ccc(F)cc2)CC1)S(=O)(=O)c1ccc2c(c1)c(=O)n(C)c(=O)n2C	-0.9	0.6	2.9	-1.8	-2.6	2.9	-1.3	1.4	13.2	3.3
47	CCC1(c2ccccc2)NC(=O)N(CC(=O)NC2CCCC2)C1=O (configuration not stated)	3.8	-0.5	-4.0	11.0	-1.7	3.4	0.0	0.3	11.0	-1.1
48	O=C(CN1CCN(C/C=C/c2ccccc2)CC1)NC(=O)NC1CCCCC1	-3.0	2.6	-7.0	-6.7	0.1	-3.2	0.1	-1.2	-0.4	72.2*
49	CCc1nnc(NS(=O)(=O)c2ccc(NCc3ccccc3O)cc2)s1	0.1	-3.1	1.2	4.7	-1.8	1.3	1.5	-1.5	11.4	·
